Screens deposited in PubChem BioAssay by several laboratories.
CAL PDZ FP-1: inhibitors of human CAL PDZ peptide binding | inhibition, % at 24.9 µM | purified CAL PDZ, TMR-peptide fluorescence polarization, 1 h | 0.92% of 300,000 active | Q9HD26 | AID 602252;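 active means mean inhibition of at least 30% with at least half of replicates also reaching 30%; inconclusive means no clear call, values can overlap the other calls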;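 further: 0% = DMSO neutral control and 100% = excess unlabeled competitor peptide PRC23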
CDK5 inh: blocks human CDK5/p35 kinase activity; inhibition, % at 10 µM; Q00535+Q15078; Recombinant CDK5/p35, ADP-Glo luminescence, 60 min; 0.01% of 330,000 active;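 active means highest replicate inhibition of at least 50% and at least 75% of replicates reaching 50%; inconclusive means only one of the two criteria met; inactive means both criteria failed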;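 further: plate controls were DMSO neutral control for no effect and GW8510 at 10 µM for full effect; many of its hits are not listed in these tables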
Target sequence (Q00535 whole entry, looked up): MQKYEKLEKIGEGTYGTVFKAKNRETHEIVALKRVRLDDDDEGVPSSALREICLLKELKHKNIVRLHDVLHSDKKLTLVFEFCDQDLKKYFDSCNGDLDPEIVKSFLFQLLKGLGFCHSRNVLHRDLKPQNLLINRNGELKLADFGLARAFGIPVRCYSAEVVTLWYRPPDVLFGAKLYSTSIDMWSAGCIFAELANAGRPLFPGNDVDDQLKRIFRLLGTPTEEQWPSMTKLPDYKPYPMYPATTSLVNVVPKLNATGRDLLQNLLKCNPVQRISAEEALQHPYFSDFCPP
Target sequence (Q15078 whole entry, looked up): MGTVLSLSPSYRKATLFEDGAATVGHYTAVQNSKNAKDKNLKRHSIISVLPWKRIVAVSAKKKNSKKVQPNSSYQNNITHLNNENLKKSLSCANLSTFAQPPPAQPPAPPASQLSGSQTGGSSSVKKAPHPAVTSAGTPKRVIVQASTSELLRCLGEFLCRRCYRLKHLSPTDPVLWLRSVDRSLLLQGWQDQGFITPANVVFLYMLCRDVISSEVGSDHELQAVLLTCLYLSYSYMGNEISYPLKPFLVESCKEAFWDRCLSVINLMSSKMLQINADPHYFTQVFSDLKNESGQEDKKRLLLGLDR
V-ATPase pH: regulators of yeast V-ATPase proton transport | S. cerevisiae, pHLuorin cytosolic pH fluorescence | response, % at 10 µM | 0.37% of 350,000 active | AID 504577; in the data active means response mostly above about 7.3%, no sharp cut-off; inactive means mostly below about 5.4%; further: actives read high; inactives centre near 0; some compounds called inactive have numbers as strong as hits; reference of the scale not given here
cardiac RTF act: cardiac RTF calcium sensitization; IANBD-labeled TnC RTF fluorescence at EC20 calcium; 0% EC20 calcium, 100% full calcium; activation, % at 7.2 µM; 0.24% of 340,000 active; P19429+P45379;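 active means activation above the mean over all tested compounds plus 3 SD, cut at about 30% in these data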;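 further: rise in fluorescence read as greater calcium sensitivity of cardiac thin filaments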
Tat export inh: E. coli Tat transport inhibition | AID 488895 | E. coli MC4100 TorA-mCherry Tat export, fluorescence | 0.036% of 340,000 active | inhibition, % at 10 µM;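 active means mean replicate inhibition at least 50% and at least half of replicates individually reaching 50%; inconclusive means only one of the two criteria met; inactive means neither criterion met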;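 further: exported cargo escapes ClpAP degradation while cytoplasmic cargo is degraded and loses fluorescence; 0% = median of neutral control wells and 100% = median of NaSCN control wells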
CAL PDZ FP-2: blocks peptide binding to human CAL PDZ domain; 0.02% of 330,000 active; AID 504414; inhibition, % at 20 µM; purified CAL PDZ, TMR-peptide fluorescence polarization, 1 h; Q9HD26;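 active means highest replicate inhibition of at least 40%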;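 further: plate controls were DMSO neutral control wells for no effect and unlabeled competitor peptide control wells for full effect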
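Assay system – tagged CAL PDZ protein CerCALP, purified · Timing – 1 h at RT · Compound – single point, 20 µM · Measured by – fluorescence polarization from S- and P-plane intensities, G-factor corrected · Evaluation – inhibition from polarization loss · Probe or stimulus – TMR reporter peptide T*-PRC34 · Buffer or medium – pH 7.4 phosphate-saline buffer, reducing agent, detergent, IgG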
dFosB act: activators of mouse delta FosB homodimer; P13346; purified delta FosB, TAMRA-CDK5 oligo fluorescence polarization; percent of positive-control signal above neutral wells; activation, % at 25 µM; 0.99% of 340,000 active;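 active means mean activation above about 17%, with every replicate also reaching it, limit read from the data, passing the limit was not always enough; inconclusive means only one of the two conditions met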;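 further: fluorescence polarization rise as delta FosB binds a TAMRA Cdk5 AP-1 oligo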
MITF act: MITF TRPM1 promoter activation in melanoma cells. AID 588334. SK-MEL-5 TRPM1-promoter luciferase, 24 h; % of positive control, neutral wells = 0. 0.75% of 300,000 active. activation, % at 12.5 µM;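 active means mean activation of at least 80% with every replicate also reaching 80%; inconclusive means mean reaches 80% but some replicate falls short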;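 further: 0% = neutral control wells and 100% = parthenolide positive control wells; values of inactives mirror those of a sister screen read the other way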
Wnt act: activates Wnt/beta-catenin signaling in a reporter cell assay; activator, plate reader; activation, % at 9.35 µM; 1.2% of 300,000 active; AID 743398; in the data active means activation above about 30%, passing the limit was not always enough; inconclusive means no clear call, values can overlap the other calls;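 further: 0% = neutral control wells and 100% = positive control wells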
Rtt109 Vps75: inhibitors of Candida albicans Rtt109/Vps75 histone acetyltransferase | inhibition, % at 34.9 µM | AID 540336 | Q5AAJ8 | 0.16% of 330,000 active | purified Rtt109/Vps75, ThioGlo CoA-SH fluorescence, 4 h;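 active means inhibition of at least 50% in every replicate; inconclusive means best replicate reaches 50% inhibition but some replicates fall short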
Target sequence (Q5AAJ8 whole entry, looked up): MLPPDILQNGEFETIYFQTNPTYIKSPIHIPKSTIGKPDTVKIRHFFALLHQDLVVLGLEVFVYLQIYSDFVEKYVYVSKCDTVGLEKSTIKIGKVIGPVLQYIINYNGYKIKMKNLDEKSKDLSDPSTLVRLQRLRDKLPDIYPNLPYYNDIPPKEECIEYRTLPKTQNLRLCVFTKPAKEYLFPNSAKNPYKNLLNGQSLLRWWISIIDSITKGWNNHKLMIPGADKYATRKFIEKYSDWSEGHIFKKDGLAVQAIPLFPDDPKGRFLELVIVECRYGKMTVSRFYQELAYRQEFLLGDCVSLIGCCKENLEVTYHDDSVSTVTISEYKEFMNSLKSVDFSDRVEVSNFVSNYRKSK
An asterisk follows results filed as active; ? = inconclusive; . = no result given. Random draw from the library. Share with any hit: about 4.1%.

1: O=C(Cn1c2ccccc2c(=O)c2ccccc21)N/N=C/c1cc([N+](=O)[O-])ccc1N1CCCCCC1
2: Cc1ccc(C)c(S(=O)(=O)C(C#N)c2nc3ccccc3nc2N2CCCC2)c1 (stereo unspecified)
3: COc1cccc(OCC(=O)NNC(=O)C(=O)Nc2cccc(C)c2)c1
4: Cn1ccnc1C(OC(=O)c1ccc(Cl)cc1)C(F)(F)F (stereo unspecified)
5: O=S(=O)(NCCn1cccc1)c1ccc2ccccc2c1

Screen / compound no.,1,2,3,4,5
CAL PDZ FP-1,0,5,.,-4,-5
CDK5 inh,0.1,-1.5,2.4,0.2,-0.3
V-ATPase pH,-3,-11,9,-2,-5
cardiac RTF act,6,7,-7,0,6
Tat export inh,-15,7,0,-7,-4
CAL PDZ FP-2,-0.8,-0.1,-0.4,-1.1,-0.6
dFosB act,7,-11,0,-8,0
MITF act,.,4,1,-3,16
Wnt act,-19,.,5,1,0
Rtt109 Vps75,-2,1,-9,7,1

6: CCc1nnc(NC(=O)Cn2ccc(C(F)(F)F)n2)s1
7: COc1ccc(/C=N/OCC(=O)NCc2cccs2)c(OC)c1
8: CN(CC(=O)Nc1ccccc1Cl)C(=O)Cn1cc(C(F)(F)F)ccc1=O
9: NC(=O)c1nsc(C(=O)N(CC(=O)NCc2ccco2)c2ccccc2F)c1N
10: COc1ccc(/C=N/NC(=O)c2cnccn2)cc1O

Screen / compound no.,6,7,8,9,10
CAL PDZ FP-1,-3,0,1,-1,-6
CDK5 inh,-0.1,0.6,0.9,1.1,-0.4
V-ATPase pH,1,0,-1,-4,-2
cardiac RTF act,-7,-7,0,-3,-7
Tat export inh,-6,2,-4,-2,-6
CAL PDZ FP-2,-0.1,-0.4,-0.7,-1.8,-1.1
dFosB act,3,-3,-11,-1,4
MITF act,-3,-5,0,-5,54
Wnt act,2,.,-3,.,16
Rtt109 Vps75,13,3,1,-6,-2

11: COc1ccc(C(=O)Nc2ccc(NC(=O)c3ccccn3)cn2)cc1
12: CN(C)C(CNC(=O)c1cc(S(=O)(=O)N(C)Cc2ccccc2)ccc1Cl)c1ccco1 (stereo unspecified)
13: CCOc1ccc(NC(=O)c2ccc(Cn3nc(C)cc3C)o2)cc1
14: CCOc1ccccc1N1CCN(C(=O)c2ccc(NS(=O)(=O)c3ccc4[nH]c(=O)[nH]c4c3)cc2)CC1
15: CC(C)(C)n1nnnc1C(c1cccc(C(F)(F)F)c1)N1CCC(O)CC1 (stereo unspecified)

Screen / compound no.,11,12,13,14,15
CAL PDZ FP-1,0,2,-4,-6,.
CDK5 inh,-5.0,-0.8,-1.6,0.9,-4.4
V-ATPase pH,0,0,6,-1,-2
cardiac RTF act,1,-2,2,-1,0
Tat export inh,9,-1,-5,4,-5
CAL PDZ FP-2,-3.3,-1.1,-2.1,-3.6,-0.2
dFosB act,-14,-5,-9,-1,-3
MITF act,21,4,-1,7,.
Wnt act,6,-1,2,-4,-1
Rtt109 Vps75,-3,10,-1,27,8

16: Cc1cc(C)n2c(SCC(=O)NCc3ccco3)nnc2n1
17: CC(=O)c1c(C)[nH]c(C(=O)COC(=O)c2c(C)noc2C)c1C
18: COC(=O)[C@@H](NC(=O)NC(C)CCc1ccccc1)C(C)C (stereo partly specified)
19: COc1ccc(-c2cn3cccc(C)c3n2)cc1Br
20: CCCOc1ccc(/C=N/NC(=O)CN(c2ccc(OCC)cc2)S(C)(=O)=O)cc1

Screen / compound no.,16,17,18,19,20
CAL PDZ FP-1,-3,-3,-2,-5,-2
CDK5 inh,-0.2,0.9,0.1,0.0,-3.6
V-ATPase pH,2,-5,-1,-1,-1
cardiac RTF act,4,-4,1,-9,4
Tat export inh,-4,-5,-11,1,-5
CAL PDZ FP-2,-1.5,-0.3,-2.5,-7.3,-0.9
dFosB act,-2,-5,-3,4,-8
MITF act,-6,0,-10,50,-4
Wnt act,-1,-3,.,35*,-5
Rtt109 Vps75,-2,4,-5,-8,-8

21: COCCCNC(=O)CCc1ccccc1
22: Cc1cccc(N(CC(=O)NC2CCCC2)C(=O)CCC(=O)Nc2cc(C)on2)c1
23: CCNc1nc(NCC)nc(-n2nc(C)cc2C)n1
24: Cc1c(Cl)cccc1NC(=O)CNC(=O)c1ccccc1F
25: Cc1ccc(-c2noc(COc3ccccc3C)n2)cc1

Screen / compound no.,21,22,23,24,25
CAL PDZ FP-1,1,-1,4,-1,-3
CDK5 inh,0.2,-0.2,-1.6,0.9,-0.3
V-ATPase pH,-1,1,-1,-1,-2
cardiac RTF act,2,1,8,10,2
Tat export inh,-7,-2,-2,-7,4
CAL PDZ FP-2,-1.5,-1.7,-0.7,1.0,-2.9
dFosB act,3,-8,-4,-3,1
MITF act,4,-4,-6,1,.
Wnt act,1,-1,0,11,9
Rtt109 Vps75,-13,-4,-1,4,-8

26: O=C(Cn1c(=O)n(-c2ccccc2)c(=O)c2oc3ccccc3c21)Nc1ccccc1
27: COc1cccc(CC(=O)OCC(=O)NCCc2ccc(F)cc2)c1
28: S=c1[nH]c2ccc3ccccc3c2[nH]1
29: CC(=O)N1CCSc2ccc(S(=O)(=O)N3CCC(C)CC3)cc21
30: O=C(NC12CC3CC(CC(C3)C1)C2)C12CC3CC(C1)CC(n1cnc(Cl)n1)(C3)C2

Screen / compound no.,26,27,28,29,30
CAL PDZ FP-1,-6,.,0,-4,-3
CDK5 inh,2.2,1.2,-0.7,-0.5,-1.1
V-ATPase pH,-2,-3,-6,0,-1
cardiac RTF act,0,-2,-4,-4,-9
Tat export inh,0,-4,-8,2,-3
CAL PDZ FP-2,-3.4,-0.2,-2.5,-1.4,-0.1
dFosB act,?,3,-5,-2,-5
MITF act,-16,5,2,-2,-10
Wnt act,.,1,-2,-3,-1
Rtt109 Vps75,-3,-1,.,-13,-4

31: CCCS(=O)(=O)c1nc(S(=O)(=O)c2ccc(C)cc2)c(NCc2ccc3c(c2)OCO3)s1
32: Cn1c(=O)c2c(nc(Br)n2CCSc2ncccn2)n(C)c1=O
33: COc1ccc(/C=N/NC(=O)c2ccc3nc[nH]c3c2)cc1OC
34: Cc1ccc(/C=N\Nc2nc3ccc(Cl)cc3[nH]2)o1
35: O=C(Nc1nc2cc3c(cc2s1)OCCO3)c1ccncc1

Screen / compound no.,31,32,33,34,35
CAL PDZ FP-1,-3,-3,-8,0,-2
CDK5 inh,-0.5,1.7,-0.9,1.6,-0.4
V-ATPase pH,-1,-3,2,2,2
cardiac RTF act,3,-5,-4,-4,-4
Tat export inh,1,-4,-1,0,2
CAL PDZ FP-2,-0.6,0.1,-2.4,-0.5,-2.9
dFosB act,-6,-1,?,3,-1
MITF act,8,8,-4,39,62
Wnt act,.,.,-5,68*,17
Rtt109 Vps75,-6,-7,10,5,-3

Overlap with the part before: 2 entries, followed by the next part.
34: Cc1ccc(/C=N\Nc2nc3ccc(Cl)cc3[nH]2)o1
35: O=C(Nc1nc2cc3c(cc2s1)OCCO3)c1ccncc1
36: COc1cccc(Nc2ccc(C(=O)O)cc2[N+](=O)[O-])c1
37: CCCCC/C=C\C[C@H](O)/C=C/c1cccc(C[C@H](O)CCCCO)n1
38: CC1=N/C(=C\c2ccc([N+](=O)[O-])cc2)C(=O)N1c1cc(Cl)ccc1C
39: CCCCNC(=O)Cn1nc(Cc2ccncc2)c2ccccc2c1=O
40: Nc1nc(-c2ccc(Cl)cc2)nnc1-c1ccc(Br)cc1

Screen / compound no.,34,35,36,37,38,39,40
CAL PDZ FP-1,0,-2,-3,-3,0,-6,.
CDK5 inh,1.6,-0.4,-1.0,0.3,1.0,-0.5,0.2
V-ATPase pH,2,2,-1,4,-1,4,3
cardiac RTF act,-4,-4,-7,4,0,-1,5
Tat export inh,0,2,3,4,0,-2,13
CAL PDZ FP-2,-0.5,-2.9,-0.4,-0.6,0.0,-1.1,-0.1
dFosB act,3,-1,4,-9,2,2,-5
MITF act,39,62,-4,-8,-9,4,77
Wnt act,68*,17,1,-4,-16,1,51*
Rtt109 Vps75,5,-3,2,20,-10,-11,2

41: COc1ccc(C2=Nn3c(nnc3-c3ccccn3)SC2)cc1OC
42: CCC1CCCCN1C(=O)Cn1c(=O)oc2ccccc21 (stereo unspecified)
43: C=CCC1c2cccc(C(=O)O)c2C(=O)N1c1cccc(C)c1 (stereo unspecified)
44: COc1cccc(C(=O)NC(Cc2ccccc2)c2ccc3c(c2)OCCCO3)c1 (stereo unspecified)
45: CC(=O)c1c(C)[nH]c(C(=O)OCC(=O)Nc2cc(Cl)ccc2[N+](=O)[O-])c1C

Screen / compound no.,41,42,43,44,45
CAL PDZ FP-1,2,-3,-2,0,-3
CDK5 inh,-0.3,2.9,-0.7,2.0,-0.5
V-ATPase pH,0,3,0,3,0
cardiac RTF act,6,7,3,-6,-3
Tat export inh,-1,4,0,6,0
CAL PDZ FP-2,1.4,0.7,-2.1,-1.6,-1.7
dFosB act,-12,1,0,-3,-11
MITF act,9,5,5,-6,-24
Wnt act,.,.,-1,-3,-16
Rtt109 Vps75,6,1,-3,-6,1

46: Cn1c2c(c(=O)c3ccccc31)CCC(C)(C)O2
47: CC(=O)c1cccc(NC(=O)N2CC(C)OC(C)C2)c1 (stereo unspecified)
48: Cc1c(C(=O)N/N=C/c2cccs2)nnn1-c1nonc1N
49: CC(=O)c1ccc(OCC(O)CN2CCN(CC(O)COc3ccc(C(C)=O)cc3)CC2)cc1 (stereo unspecified)
50: CC(C)Cc1ccc(CN2CCCC(NC(=O)Cn3cnnn3)C2)cc1 (stereo unspecified)

Screen / compound no.,46,47,48,49,50
CAL PDZ FP-1,-1,-1,0,-5,-1
CDK5 inh,-0.8,-0.4,-0.5,0.4,-3.0
V-ATPase pH,-2,3,-1,-4,-4
cardiac RTF act,-2,-3,2,-1,-7
Tat export inh,1,6,2,-1,?
CAL PDZ FP-2,-1.1,0.1,-2.2,-0.5,-1.8
dFosB act,8,-4,5,-6,-7
MITF act,-2,2,43,5,8
Wnt act,-1,1,3,-3,-1
Rtt109 Vps75,-5,0,-11,-2,28
